Compound activity deposited in PubChem BioAssay by National Center for Advancing Translational Sciences (NCATS).
DRD3 agonist = activates the human D3 dopamine receptor | P35462 | D3R DiscoveRx beta-arrestin cells, luminescence, 90 min | max activation, % | actives 0.58% (n = 410,000); in the data active = max activation above about 30%; note: 0% is about no effect; mostly tested at two doses, the higher about 12 µM
Target sequence (P35462 whole entry, looked up): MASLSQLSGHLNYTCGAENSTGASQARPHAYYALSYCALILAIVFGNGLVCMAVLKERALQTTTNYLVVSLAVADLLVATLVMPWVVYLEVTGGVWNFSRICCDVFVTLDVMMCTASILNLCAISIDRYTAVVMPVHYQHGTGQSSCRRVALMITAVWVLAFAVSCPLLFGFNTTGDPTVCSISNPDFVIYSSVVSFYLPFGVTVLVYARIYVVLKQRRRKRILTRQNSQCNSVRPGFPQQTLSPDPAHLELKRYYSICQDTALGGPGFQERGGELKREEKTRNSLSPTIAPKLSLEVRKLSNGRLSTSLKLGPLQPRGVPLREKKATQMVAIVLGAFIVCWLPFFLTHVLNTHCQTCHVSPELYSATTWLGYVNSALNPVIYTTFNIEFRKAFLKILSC
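Agonist-mode cell screen: cells plated at 1500/well and incubated overnight at 37 °C, then exposed to library compounds for 90 min at 37 °C. Detection reagent was added for 30–60 min at room temperature, and luminescence was read.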
CCT modulator = modulators of cytosolic chaperonin (CCT/TRiC) activity | purified chaperonin ATPase assay, HTRF ADP detection, 30 min | actives 0.3% (n = 360,000) | activity change, % (concentration not given with the values), hits read low; in the data active = activity change below about -30%; note: % is set by controls: 0 for no effect and ±100 for the full control effect
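Nucleotide hydrolysis assay: TRiC at 20–40 nM final (set by batch activity) with 10 uM ATP, 30 min at 37 °C, in presence of 76 uM compound. Detection by competitive ADP HTRF, 30 min ambient.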
EPAC2 agonist = agonists of human EPAC2 (RAPGEF4); EPAC2 activation, biochemical qHTS; response scale: 100% = 6.5 mM cAMP response; actives 0.079% (n = 360,000); Potency, µM (top dose mostly 154 µM), for the others: top-dose activation, most hits filed as activators; Q8WZA2; note: potency is the fitted concentration of half-maximal effect; nearly all actives have a fitted effect of over 50% in size
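EPAC2 (100 nM) mixed with Rap1B loaded with BODIPY-GDP (250 nM) plus 50 uM unlabeled GDP; compounds pinned in, 5 min RT, then read every 5 min for 30 min (ex 480, em 540 nm). Normalized to cAMP control.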
MmCpn inh = blocks the Methanococcus maripaludis chaperonin Mm-Cpn. AID 504842. Potency, µM (titrated, usually from 76.9 µM), without a hit: at the highest dose activity, negative = inhibition, hits mostly inhibitors. purified Mm-Cpn ATPase, ADP Transcreener TR-FRET. actives 0.031% (n = 330,000); note: potency is the fitted concentration of half-maximal effect; % is set by controls: 0 for no effect and ±100 for the full control effect; nearly all actives have a fitted effect of over 80% in size
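ATPase read-out: TR-FRET ADP immunoassay (anti-ADP Eu cryptate vs ADP-d2), ex 320 nm, em 590/665 nm; signal drops as ADP forms. Enzyme 25 nM, ATP 10 uM, 30 min at 37°C after 10 min compound preincubation.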
pAkt inh = blocks phosphorylation of Akt. Neuro2A IGF-stimulated pAkt S473 HTRF, 20 min; active compounds read low. activity change, % for hits at 50 µM. actives 0.32% (n = 360,000). AID 651550; in the data active = activity change below about -80%; inconclusive = mostly about -51% to -80%; note: % is set by controls: 0 for no effect and ±100 for the full control effect
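Neuro2A cells (4,500/well, DMEM with 0.5% FBS) were treated with compound at a single 50 µM final concentration, stimulated with 6 nM IGF for 20 min at 37 °C, and lysed. Phospho-Akt Ser473 was read by HTRF as 665/615 ratio ×10^4.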
DRD3 antagonist = antagonists of human D3 dopamine receptor; P35462; D3R cells, DiscoveRx beta-arrestin luminescence, antagonist mode; active compounds read low; max response, negative = inhibition, %; actives 2.5% (n = 360,000); in the data active = max response below about -50%; inconclusive = no clear call, values can overlap the other calls; note: % is set by controls: 0 for no effect and ±100 for the full control effect; mostly tested at two doses, the higher about 12 µM
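Cells plated overnight at 1500 cells/well, then exposed to library compounds with dopamine controls for 90 minutes at 37 degrees C. DiscoveRx reagent added for 30–60 minutes at room temperature; luminescence read, quantitative HTS format.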
PTHR1 ag = activates the human parathyroid hormone receptor PTHR1; Q03431; actives 0.075% (n = 410,000); Potency, µM (highest dose often 115 µM), inactives show at the top dose activation, usual class: activators; HEK293 GP2 PTHR1 cells, GloSensor cAMP luminescence, 1 h; note: potency is the fitted concentration of half-maximal effect; nearly all actives have a fitted effect of over 55% in size; some results filed as inactive show a strong effect at the top dose; inactives centre near -15; many of its hits are not listed in these tables
Target sequence (Q03431 whole entry, looked up): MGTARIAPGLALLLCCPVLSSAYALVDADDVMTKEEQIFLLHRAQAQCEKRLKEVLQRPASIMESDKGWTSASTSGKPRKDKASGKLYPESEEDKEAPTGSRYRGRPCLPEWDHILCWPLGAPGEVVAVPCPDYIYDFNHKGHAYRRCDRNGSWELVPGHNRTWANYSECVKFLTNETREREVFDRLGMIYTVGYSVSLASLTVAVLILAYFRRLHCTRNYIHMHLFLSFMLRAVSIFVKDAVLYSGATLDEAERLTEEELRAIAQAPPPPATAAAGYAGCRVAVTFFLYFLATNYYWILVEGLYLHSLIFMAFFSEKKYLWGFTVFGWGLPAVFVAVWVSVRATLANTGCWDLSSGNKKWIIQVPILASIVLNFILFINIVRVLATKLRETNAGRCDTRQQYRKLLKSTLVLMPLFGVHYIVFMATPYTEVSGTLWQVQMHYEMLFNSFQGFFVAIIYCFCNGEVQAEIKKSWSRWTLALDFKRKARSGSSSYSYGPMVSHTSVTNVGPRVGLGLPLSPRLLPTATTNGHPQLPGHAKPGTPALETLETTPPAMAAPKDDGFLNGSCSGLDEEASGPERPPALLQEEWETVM
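HEK-293-derived GP2 cells expressing PTHR1 and a GloSensor cAMP reporter, 3,000/well, plated overnight, given luciferin plus IBMX (each 0.5 mM as added) for 1 h at 37 °C, then compound for 1 h at 37 °C. Luminescence was read after 15 min at room temperature.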
EPAC2 antagonist = blocks human EPAC2 exchange factor; Q8WZA2; actives 0.18% (n = 360,000); EPAC2 GEF exchange of Rap1B-BODIPY-GDP, fluorescence; AID 720708; Potency, µM (series often up to 114 µM), for inactives: top-dose activity, negative = inhibition, actives largely listed as inhibitors; note: potency is the fitted concentration of half-maximal effect; % is set by controls: 0 for no effect and ±100 for the full control effect; nearly all actives have a fitted effect of over 45% in size; many of its hits are not listed in these tables
An asterisk follows results filed as active; i = inactive; u = inconclusive; x = no result given; [ ] = another dose, or the depositor's remark. Unless noted, calls come from the whole dose curve; as a rule, active = well fitted curve in the direction sought with a large enough effect; inconclusive = small, poorly fitted or top-dose-only effect, or another doubt; inactive = no such curve, though single readings can be large; an effect the other way counts as inactive or inconclusive. This is a subset; the hit share may differ from the screen's.

Second line of a record – MmCpn inh	CCT modulator	EPAC2 antagonist	PTHR1 ag	EPAC2 agonist	DRD3 antagonist	DRD3 agonist	pAkt inh
CCCn1c(=O)c2c(C(F)(F)F)cc(-c3cccs3)nc2n(CCC)c1=O
→ -5%	-1.8	-3%	i	8%	-22	3	i
CC(=O)Nc1ccc(CN2CCN(Cc3ccc(F)c(F)c3)C(CCO)C2)cc1 (stereo not drawn)
→ -3%	2.0	-4%	i	6%	7	-11	i
CCCCc1c(O)nc(N2CCN(Cc3ccccc3)CC2)[nH]c1=O
→ -15%	0.9	0%	i	-4%	16	3	i
CCCNC(=O)CSc1ccc(S(=O)(=O)N2CCCCC2)cn1
→ 0%	1.3	6%	i	0%	-6	8	i
COC(=O)CNC(=O)c1sc2ncn(CC(=O)Nc3ccc(C)c(Cl)c3)c(=O)c2c1C
→ 1%	-2.5	-1%	i	4%	8	-11	i
Cc1ccc(OCC(O)CN2C(=O)NC(C)(C)C2=O)cc1 (stereo not drawn)
→ -1%	1.2	12%	-1%[57.5 µM]	-1%	0	10	i
C#CCn1c(-c2cccs2)nc2ccccc21
→ 3%	-1.6	-6%	23%	5%	-11	-2	i
COc1c(C)cc(Br)cc1C(=O)NC(=S)Nc1ccc(Cl)c(C(=O)O)c1
→ 1%	-0.4	-23%	-28%	-3%	14	3	i
COC(=O)c1cnn(-c2ccccc2)c1N
→ 2%	-0.1	-21%	i	4%	24	12	i
COc1ccc(OC)c(N(C(=O)c2snc(C(N)=O)c2N)C(C(=O)NCC2CCCO2)c2ccc3ncccc3c2)c1 (stereo not drawn)
→ -2%	-2.1	-18%	-21%	8%	15	1	i
COc1cc(OC)cc(C(=O)N[C@H](C(=O)OCC(=O)Nc2ccc(C)cc2C)C(C)C)c1
→ 1%	-3.0	-4%	i	3%	6	3	i
Cc1cc(C)c2nc(C)cc(Nc3ccc(C(=O)N4CCOCC4)cc3)c2c1
→ -4%	0.8	5%	i	9%	6	-7	i
O=C(COC(=O)c1ccc(Br)cc1)NCc1ccccc1
→ -2%	-4.3	10%	i	-6%	13	7	i
Cc1onc(-c2ccccc2Cl)c1C(=O)N(Cc1ccc(N(C)C)cc1)C(C)C
→ x	0.0	-10%	i	11%	-4	-1	i
CCC(C)CCN1C(Nc2ccccc2)=NC[C@@H]1CC(C)C (stereo partly drawn)
→ 0%	-4.3	5%	-25%	5%	-27	-48	i
COc1ccccc1C(=O)NCC(=O)OCC(=O)Nc1cccc(S(=O)(=O)N(C)C)c1
→ 1%	-0.2	-5%	-15%	4%	12	12	i
Cc1ccc(CCNC(=O)C2CCCN(C(=O)N(C)C)C2)cc1 (stereo not drawn)
→ 2%	1.5	6%	-13%[57.5 µM]	5%	-13	11	i
COC(=O)c1cc(NC(=O)COC(=O)C2CCC2)cc(C(=O)OC)c1
→ 1%	-0.1	1%	i	0%	7	-7	i
Cc1cc(C(O)c2ncc(-c3ccc(Cl)cc3)[nH]2)ccc1F (stereo not drawn)
→ x	-0.9	13%	-6%	10%	-7	-9	i
CC(NC(=O)CNC(=O)c1ccccc1Br)c1cccs1 (stereo not drawn)
→ -9%	-1.1	13%	-3%	1%	-6	5	i
CCN(c1ccccc1)S(=O)(=O)c1ccc(OC)c(NC(=O)C2CC(=O)N(Cc3ccccc3)C2)c1 (stereo not drawn)
→ -2%	-0.6	-3%	-6%	21%	-1	7	i
COc1ccc(NC(=O)CN2CCCC2c2cccs2)cc1S(=O)(=O)N1CCCCC1 (stereo not drawn)
→ 0%	-4.2	11%	-95%	u	38	17	i
COc1cc(OC)nc(Oc2ccccc2C(=O)Oc2cccc(C)c2)n1
→ 1%	0.9	-5%	i	22%	-18	-9	i
CCCc1cc(=O)n2[nH]c(SCc3ccc(Cl)cc3)nc2n1
→ 0%	1.0	14%	-6%	-7%	-2	0	i
O=C(O)c1cccc(S(=O)(=O)N2CCN(C(c3ccccc3)c3ccccc3)CC2)c1
→ -1%	-0.8	-4%	i	1%	-6	-1	i
CSC1=NNC(c2ccc(C(C)(C)C)cc2)=NN1
→ 2%	2.1	1%	i	-2%	-4	4	i
O=C(/C=C/c1ccccc1)C1=C(O)C(=O)N(CCO)C1c1ccc2c(c1)OCO2 (stereo not drawn)
→ -2%	0.0	4%	-7%	6%	-10	-1	i
Nc1nc2c(ncn2[C@@H]2O[C@H](CNCc3ccc(OCCCN4CCOCC4)cc3)[C@@H](O)[C@H]2O)c(=O)[nH]1
→ x	1.5	-1%	-30%	11%	-4	2	i
O=C(N/N=C/c1cccc(OC(=O)c2ccc([N+](=O)[O-])cc2)c1)c1cccnc1
→ -15%	0.3	-4%	i	10%	-8	-7	i
COc1ccc(C2c3[nH]c4ccccc4c3C[C@H]3C(=O)N(C4CCN(Cc5ccccc5)CC4)CC(=O)N23)cc1OC (stereo partly drawn)
→ 0%	1.2	9%	i	15%	-9	-7	i

Arranged by heavy-atom count (falling): part of the list above.
Second line of a record – MmCpn inh	CCT modulator	EPAC2 antagonist	PTHR1 ag	EPAC2 agonist	DRD3 antagonist	DRD3 agonist	pAkt inh
Nc1nc2c(ncn2[C@@H]2O[C@H](CNCc3ccc(OCCCN4CCOCC4)cc3)[C@@H](O)[C@H]2O)c(=O)[nH]1
→ x	1.5	-1%	-30%	11%	-4	2	i
CCCn1c(=O)c2c(C(F)(F)F)cc(-c3cccs3)nc2n(CCC)c1=O
→ -5%	-1.8	-3%	i	8%	-22	3	i
COC(=O)c1cc(NC(=O)COC(=O)C2CCC2)cc(C(=O)OC)c1
→ 1%	-0.1	1%	i	0%	7	-7	i
Cc1cc(C(O)c2ncc(-c3ccc(Cl)cc3)[nH]2)ccc1F (stereo not drawn)
→ x	-0.9	13%	-6%	10%	-7	-9	i

The listing continues.
Second line of a record – MmCpn inh	CCT modulator	EPAC2 antagonist	PTHR1 ag	EPAC2 agonist	DRD3 antagonist	DRD3 agonist	pAkt inh
CCN(C(=O)COC(=O)/C=C/c1nc2ccccc2s1)C1CCS(=O)(=O)C1 (stereo not drawn)
→ -2%	2.1	17%	i	5%	-11	-2	i
Cn1c(CN2CCOCC2)nnc1SCC(=O)Nc1ccc([N+](=O)[O-])cc1O
→ -2%	-0.8	-6%	-6%	-4%	14	0	i
O=S1(=O)CCO[C@H]2Cc3ccccc3[C@H]2N1Cc1ccc(Cl)cc1
→ 2%	-1.5	u	-11%	13%	-7	54*	i
CCOc1cc(N2CCOCC2)c(OCC)cc1NC(C)C(=O)N1CCC(C)CC1 (stereo not drawn)
→ -5%	-0.5	13%	i	4%	-13	-13	i
CC(NC(=O)C12CC3CC(CC(C3)C1)C2)c1ccc(F)cc1 (stereo not drawn)
→ 1%	-0.9	7%	-7%	17%	-11	-22	i
CCCC(=O)Nc1cc(C(F)(F)F)ccc1N1CCOCC1
→ 0%	-3.6	6%	i	3%	5	2	i
O=C(Cn1[nH]c(=O)c2ccccc2c1=O)OCC(=O)c1ccccc1
→ 1%	-0.1	-5%	-20%	8%	3	10	i
CCOC(=O)c1ccc(N2C(=O)CC(N3CCN(C(=O)c4ccco4)CC3)C2=O)cc1 (stereo not drawn)
→ 1%	-1.1	5%	-12%[57.5 µM]	0%	67	1	i
CC(=O)c1c(C(C)=O)c(C)n(-c2ccc(C(=O)O)cc2)c1C
→ 0%	1.2	1%[57.1 µM]	i	24%	0	-4	i
CC(Oc1ccccc1)C(=O)N1CCN(C(=O)C(C)Oc2ccccc2)CC1 (stereo not drawn)
→ -3%	-2.1	0%	i	6%	12	-1	i
O=C(/C=C/c1ccccc1Cl)NCCN1CCOCC1
→ 0%	2.5	7%	-2%[57.5 µM]	1%	-13	-23	i
O=C1CC(NS(=O)(=O)c2cccs2)CN1c1cccc(F)c1 (stereo not drawn)
→ -1%	-12	5%	i	5%	-5	14	i
CN1CCN(C(=O)N2c3ccccc3CCc3ccccc32)CC1
→ 3%	1.1	7%	-2%	1%	1	2	i
CCOC(=O)c1cnn(-c2nc(CC)nc3sc4c(c23)CCC4)c1N
→ -6%	-0.9	-2%	i	9%	0	-1	i
COc1ccc(OCC(O)CN2C(=O)c3ccccc3S2(=O)=O)cc1 (stereo not drawn)
→ 0%	1.9	7%	-14%	-2%	u	-3	i
O=C(NCCc1ccc(F)cc1)C(=O)Nc1cc2c3c(c1)CC(=O)N3CCC2
→ 0%	2.3	28%	-6%	3%	4	-15	i
Cc1ccc(OCC(=O)OCC(=O)Nc2ccc3c(c2)OCO3)cc1C
→ 4%	-0.9	-1%	i	-10%	-4	3	i
O=C(CNC(=O)c1ccco1)OCC(=O)c1ccc2c(c1)CCCC2
→ 1%	0.7	8%	i	11%	-20	-2	i
O=C(CCc1ccc(S(=O)(=O)N2CCOCC2)cc1)N/N=C/c1ccc(F)cc1F
→ -1%	1.5	29%	i	7%	3	2	i
CCOC(=O)c1c(C)[nH]c(C)c1C(=O)COC(=O)C1CCCN1S(=O)(=O)c1ccccc1F (stereo not drawn)
→ 2%	-1.9	-6%	i	13%	0	1	i
CCN(C(=O)c1ccc(NC(=O)Cc2ccccc2)cc1)c1ccccc1
→ 3%	-1.8	-13%	-3%	2%	-4	-2	i
Cc1ccccc1Cn1nc(C)c(NC(=O)c2noc3c2CCCC3)c1C
→ 3%	1.4	-3%	i	2%	-29	-7	x
COc1ccc(N/N=C(\C#N)C(N)=O)cc1
→ 0%	1.8	-3%	i	6%	-5	-3	i
COc1ccc(N(CC(=O)NCC(C)C)S(=O)(=O)c2ccccc2)cc1
→ 1%	-1.6	5%	i	-16%	3	4	i
O=C(CN1CCN(C2CCCCC2)CC1)c1ccc2cc[nH]c2c1
→ -3%	-0.4	5%	i	11%	u	-9	i
CN1CCN(c2nc3nonc3nc2N2CCN(C)CC2)CC1
→ -2%	-1.9	5%	i	-7%	8	2	i
C=CCNc1ncnc2c1[nH]c1ccc(Cl)cc12
→ 2%	-3.4	u	-91%[inhibitor]	1%	1	3	i
CC(C)C[C@H]1COc2cccc(N(C)CCO)c2S(=O)(=O)N1
→ x	0.1	9%	-14%	7%	9	-4	i
COc1ccccc1-n1c(CCn2nc(C)c(Br)c2C)n[nH]c1=S
→ -2%	1.1	-2%	-4%	2%	-11	2	i
CCn1c(C(=O)N2CCC(C(=O)NCCCSC3CCCCC3)CC2)cc2sccc21
→ -1%	-2.2	0%	-30%	11%	-15	-7	i
